# Bioassay records as filed in PubChem.
# mABHD4 FP: inhibitors of mouse ABHD4 | Q8VD66 | purified mABHD4, FP-Rh probe fluorescence polarization | inhibition, % at 8.92 µM | 370,000 tested, 0.54% active | AID 720543;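 active means inhibition exceeding the mean over every tested compound plus 3 SD, cut at about 30% in these data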;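 further: 0% = plate median of compound wells and 100% = S159A mutant with DMSO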
# Target sequence (Q8VD66 whole entry, looked up): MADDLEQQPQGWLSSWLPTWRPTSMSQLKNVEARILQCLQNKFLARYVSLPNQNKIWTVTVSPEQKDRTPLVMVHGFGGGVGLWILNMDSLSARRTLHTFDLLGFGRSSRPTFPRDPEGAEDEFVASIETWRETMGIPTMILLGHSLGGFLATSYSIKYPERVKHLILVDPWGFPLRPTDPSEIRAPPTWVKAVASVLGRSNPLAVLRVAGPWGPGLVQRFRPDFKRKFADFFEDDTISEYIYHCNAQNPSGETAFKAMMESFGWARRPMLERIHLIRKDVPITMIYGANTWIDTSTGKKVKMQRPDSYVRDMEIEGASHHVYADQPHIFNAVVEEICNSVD
#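 Assay system: wild-type mouse ABHD4 protein; compound: single nominal dose of 8.92 µM, 0.89% DMSO final; schedule: 45 min + 60 min at 25 °C; measured by: FP readout, ex 525 nm / em 598 nm; evaluation: % inhibition of FP-Rh probe binding versus controls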
# rCAG binder: molecules binding r(CAG) RNA repeats; r(CAG) RNA repeat, TO-PRO-1 dye displacement fluorescence; inhibition, % at 3 µM; 370,000 tested, 1.3% active;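 active means inhibition above the plate cutoff, the mean of all test compounds on that plate plus 3 SD, cut at about 35% in these data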;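 further: 0% = DMSO alone and 100% = 100 µM mitoxantrone as full dye displacement; higher means more dye released from RNA so lower well fluorescence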
# Rev-erbA mod: modulates human Rev-erb alpha binding to DNA; P20393; Rev-erbα–FITC-DNA binding, fluorescence polarization, 90 min; activity, % at 10 µM; 370,000 tested, 0.79% active; AID 1259318;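 active means activity above about 14%, limit read from the data; passing the limit was not always enough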;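 further: 0% = DMSO wells with 35 nM protein and 100% = DMSO wells with 750 nM protein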
# HTRA1 inh: HTRA1 (human) protease inhibition; recombinant HTRA1, FP-rhodamine activity-based probe, fluorescence polarization; Q92743; inhibition, % at 5.96 µM; 340,000 tested, 0.5% active; AID 504803; in the data active means inhibition above about 36%;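 further: 0% = enzyme with DMSO and 100% = wells lacking enzyme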
# TCR CD3 inh: inhibitors of human TCR-CD3 interaction | TAMRA-labeled TCR probe fluorescence, biochemical | inhibition, % at 9.4 µM | 360,000 tested, 0.37% active | AID 651800; in the data active means inhibition above about 19%;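 further: recombinant mutant TCR 2C K166C tagged with TAMRA read by polarization; 0% = receptor in buffer alone and 100% = receptor with positive control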
# LEDGF integ inh: blocks HIV-1 LEDGF/p75-dependent DNA integration. 370,000 tested, 0.64% active. TR-FRET IN-LEDGF/p75 DNA integration, Eu/Cy5. inhibition, % at 3.7 µM;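 active means inhibition above the screen-wide mean plus 3 SD, cut at about 13% in these data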;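 further: signal is the Cy5 over europium emission ratio at 671 and 618 nm; 0% = plate median of compound wells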
# SIAE primary: blocks human sialic acid acetylesterase | 370,000 tested, 0.69% active | inhibition, % at 9.66 µM | SIAE FP-Rh probe binding, fluorescence polarization | Q9HAT2 | AID 1053197;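 active means inhibition above a cutoff: mean of compounds within the control limits plus 3 SD of those, cut at about 17% in these data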;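 further: 0% = plate median of compound wells and 100% = probe without SIAE protein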
# Target sequence (Q9HAT2 whole entry, looked up): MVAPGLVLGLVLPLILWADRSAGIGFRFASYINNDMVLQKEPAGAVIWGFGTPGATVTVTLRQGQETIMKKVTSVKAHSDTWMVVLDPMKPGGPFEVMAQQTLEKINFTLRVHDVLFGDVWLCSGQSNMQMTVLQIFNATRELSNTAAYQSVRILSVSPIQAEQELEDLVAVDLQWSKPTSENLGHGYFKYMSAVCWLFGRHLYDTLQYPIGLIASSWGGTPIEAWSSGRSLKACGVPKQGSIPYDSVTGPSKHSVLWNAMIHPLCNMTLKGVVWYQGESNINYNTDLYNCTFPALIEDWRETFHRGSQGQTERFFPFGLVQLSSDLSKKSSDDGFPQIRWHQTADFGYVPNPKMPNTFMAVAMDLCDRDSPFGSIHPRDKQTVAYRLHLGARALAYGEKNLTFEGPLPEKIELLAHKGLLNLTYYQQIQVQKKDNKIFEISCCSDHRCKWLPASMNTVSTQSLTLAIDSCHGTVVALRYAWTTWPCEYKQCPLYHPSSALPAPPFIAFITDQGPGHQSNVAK
# TDP2 inh: blocks human TDP2 phosphodiesterase activity; inhibition, % at 12.8 µM; 370,000 tested, 0.34% active; recombinant TDP2, T5PNP hydrolysis, p-nitrophenol absorbance 415 nm;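 active means inhibition above the mean of all tested compounds plus 3 SD, set per campaign, cut at about 25% in these data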;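 further: 0% = DMSO with enzyme and 100% = buffer with substrate but no TDP2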
#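 System: recombinant human TDP2 / Amount: 120 nM TDP2 per well / Also added: 5 mM T5PNP chromogenic substrate / Doses: 12.8 µM single point, 1% DMSO / Incubation: 2 h at 37 °C / Detection: p-Nitrophenol epi absorbance / Evaluation: % inhibition relative to enzyme-containing and enzyme-free wells / Repeats: singlicate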
# PG9 binder: small molecules binding HIV-1 gp120 antibody PG9. TR-FRET gp120-PG9 antibody binding. inhibition, % at 6.7 µM. 360,000 tested, 0.43% active. AID 624416; in the data active means inhibition above about 8.5%
# PRMT1 FP inh: inhibitors of human PRMT1; inhibition, % at 2.79 µM; 370,000 tested, 1.3% active; recombinant PRMT1, activity-based probe fluorescence polarization; Q99873;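 active means inhibition above about 21% made by adding two undisclosed values, limit read from the data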
# Active calls of the source: *; . = no result given. A portion of the library; the hit share may differ from the screen's.
SMILES,mABHD4 FP,rCAG binder,Rev-erbA mod,HTRA1 inh,TCR CD3 inh,LEDGF integ inh,SIAE primary,TDP2 inh,PG9 binder,PRMT1 FP inh
O=C(CSc1nnnn1Cc1ccccc1)Nc1ccc2c(c1)OCCO2,2,-3,1,-5,-2,5,10,1,-0.5,-5
Cc1cccn2c(=O)c(/C=C3\SC(=S)NC3=O)c(NCCCN3CCOCC3)nc12,-3,6,2,3,-3,3,-2,-16,-6.7,13
O=C(OCC(=O)N1CCN(c2ccccc2)CC1)c1ccccc1NCCO,-4,-2,-5,2,-8,-2,7,-16,1.6,8
CC(=O)N1NC(=Nc2ccccc2)SC1(C)C,6,-4,0,1,-2,-6,0,-1,0.1,0
CN(c1ccccc1)S(=O)(=O)c1cc(C(=O)Nc2nc3ccccc3[nH]2)ccc1Cl,-48,10,0,-54,-4,1,-50,-16,1.0,0
O=C(OCC(=O)N1CCOCC1)c1c(Cl)ccc(Cl)c1Cl,-1,-4,3,4,-9,-1,-2,14,0.6,2
Cc1c(Cl)cccc1NC(=O)Nc1ccc(C(=O)N2CCCC2)cc1,-3,0,-4,3,3,-1,6,9,0.2,0
COCCCNC(=O)Cn1ccc(N)nc1=O,4,0,1,0,1,2,-4,10,-0.1,-2
O=C1OC(C(=O)Nc2nccs2)Cc2ccccc21 (stereo not given),-6,-1,2,-1,-4,2,-7,-1,2.5,3
CSc1cccc(CN2CCCC(C(=O)Nc3cccc(-n4cccn4)c3)C2)c1 (stereo not given),-6,-7,3,-32,0,1,-2,11,-1.0,-4
CCOc1ccc(-n2c(SCc3ccc([N+](=O)[O-])cc3)nnc2-c2ccccc2)cc1,-4,-1,-9,-5,0,-4,-1,-7,1.0,0
COC(=O)c1noc(C)c1-c1ccnn1C(=O)c1ccc(C)cc1,3,0,3,7,3,0,1,25*,-1.8,1
CCOc1cc(C2C(C#N)=C(N)OC(C)=C2C(C)=O)cc(Br)c1O (stereo not given),14,-10,-1,6,-4,6,15,-1,-2.4,26*
CCCN1CCN(CCCNC(=O)Cn2nc(-c3ccccc3)ccc2=O)CC1,-8,-5,-1,5,-1,2,-3,-4,2.0,1
COc1ccccc1C(CNC(=O)c1ccco1)N1CCCC1 (stereo not given),-7,2,1,-2,-1,-5,6,5,3.9,4
CC(=O)Nc1ccc(C(=O)CS(=O)(=O)c2ccc(C)cc2)cc1,-8,4,6,3,4,-1,3,3,-4.3,1
COc1ccc(-c2csc(NC(=O)CCCc3nc4ccccc4c(=O)[nH]3)n2)cc1OC,0,4,-4,-3,-5,-6,4,-1,-0.4,9
CC(Sc1nnnn1-c1ccc(Cl)cc1)C(=O)NCC(=O)Nc1ccc(F)c(F)c1F (stereo not given),3,-1,-2,-3,7,-2,2,-4,-0.4,-4
COc1cccc(N(C(=O)c2snc(C(N)=O)c2N)C(C(=O)NCC2CCCO2)c2ccc3ncccc3c2)c1 (stereo not given),-9,7,-1,3,7,2,-8,-3,0.2,-3
CC(NC(=S)NCCN1CCOCC1)C12CC3CC(CC(C3)C1)C2 (stereo not given),8,-5,3,.,7,0,4,10,-0.6,-1

# Part of the list above, as tab-separated lines:
Structure	mABHD4 FP	rCAG binder	Rev-erbA mod	HTRA1 inh	TCR CD3 inh	LEDGF integ inh	SIAE primary	TDP2 inh	PG9 binder	PRMT1 FP inh
COCCCNC(=O)Cn1ccc(N)nc1=O	4	0	1	0	1	2	-4	10	-0.1	-2
CSc1cccc(CN2CCCC(C(=O)Nc3cccc(-n4cccn4)c3)C2)c1 (stereo not given)	-6	-7	3	-32	0	1	-2	11	-1.0	-4
O=C(OCC(=O)N1CCOCC1)c1c(Cl)ccc(Cl)c1Cl	-1	-4	3	4	-9	-1	-2	14	0.6	2

# Continued:
SMILES,mABHD4 FP,rCAG binder,Rev-erbA mod,HTRA1 inh,TCR CD3 inh,LEDGF integ inh,SIAE primary,TDP2 inh,PG9 binder,PRMT1 FP inh
CCCc1nc2c3ccccc3ccn2c1CC(C)(C)C,-4,2,-7,.,-4,3,1,-16,0.6,4
Cn1c(SCC(=O)NCCN2CCCCC2)nc2cccnc21,0,2,-2,.,.,5,3,-8,.,-6
CSc1ccccc1NC(=O)c1ccc(Cl)s1,0,-2,2,-1,2,-1,4,0,1.3,2
CCCc1cc(C(=O)NC2CCCN(Cc3ccccc3F)C2)no1 (stereo not given),3,-4,1,2,1,-1,-1,19,-1.2,-3
Cc1ccccc1CCNC(=O)C1CCCN(c2cnccn2)C1 (stereo not given),4,-4,2,1,4,1,-4,-7,-0.9,-2
O=S(=O)(c1cccc2cnccc12)N1CCNCC1,4,6,-4,9,-5,-1,-5,2,-2.8,5
O/N=C(\c1ccccn1)C1CC1c1ccccc1 (stereo not given),-6,-8,-5,12,-9,-3,-6,-5,-3.5,4
CCOc1ccc(-n2nc(C(=O)NC3CCCCC3)c3ccccc3c2=O)cc1,2,-1,9,-3,11,0,-7,6,-0.2,1
COc1ccc(N2CC(NS(=O)(=O)c3cccs3)CC2=O)cc1OC (stereo not given),2,-1,-2,-1,4,3,3,4,-1.8,-2
COc1ccc(C(=O)N/N=C/c2cccc3cccnc23)cc1,8,2,-1,15,-5,-1,-1,10,-3.4,-1
COc1cccc(C(=O)NC(C)c2ccc(Br)cc2)c1 (stereo not given),-7,0,-8,-13,-6,-3,-3,0,-0.9,3
NS(=O)(=O)c1ccc(CCNC(=O)c2ccccc2-c2ccccc2)cc1,-2,5,2,1,1,3,-8,-6,-1.7,2
COc1ccc(NC(=O)Cn2nnc(C(=O)NCc3ccccc3)c2N)cc1Cl,-17,4,4,-4,-1,0,-4,-11,0.8,3
CCOc1cnc(-c2c(-c3ccccc3Cl)noc2C)o1,0,-6,4,2,-3,-2,-3,-2,1.4,2
COc1cccc(-c2cnc3c(NC=O)cc(-c4ccc(O)c(OC)c4)cn23)c1,10,16,-4,.,-1,2,10,5,0.4,5
O=C(c1ccc(N2CCCC2)c([N+](=O)[O-])c1)N1CCN(CCO)CC1,6,-3,-16,-1,0,-4,1,-6,-0.6,-1
CCCCn1c(N)c(N(CCOC)C(=O)c2cc(-c3ccccc3)nc3ccccc23)c(=O)[nH]c1=O,-1,2,-7,-7,-6,-2,-4,9,0.0,1
O=C(Nc1ccccc1)C1=C(Nc2ccccc2)CSC1,2,15,3,1,-2,-3,5,4,0.2,10
Cc1ccc(Cn2nnc3c(=O)n(CC(=O)NCC4CCCO4)cnc32)cc1 (stereo not given),-1,4,1,2,-11,6,-1,-16,-0.6,-2
Cc1nn(Cc2ccccc2)c(Cl)c1C(=O)OCc1nnc(-c2ccc(Cl)cc2)o1,-4,3,2,-17,5,0,-8,8,-1.9,-1
COc1cc2c(C(F)(F)F)c(-c3ccsc3)oc(=O)c2cc1OC,-8,3,2,-26,-3,1,-3,5,0.2,3
Cc1ccc(NC(=O)c2nnn(-c3cccc(C(F)(F)F)c3)c2N)cc1,4,0,-2,-1,0,3,-3,-22,0.2,-2
Cc1nn(C(C)c2n[nH]c(=S)n2-c2cccc(Cl)c2)c(C)c1[N+](=O)[O-] (stereo not given),-3,3,-4,0,3,-2,-1,-10,2.0,2
O=S(=O)(NCCc1csc(-c2cccnc2)n1)c1cccc(F)c1,2,-2,-8,-1,2,-9,0,-17,-1.2,4
C#CCOCCOCCOCCNc1nc(N2CCN(C(=O)[C@H](Cc3ccc(O)cc3)n3cc([C@@H](N)CC(C)C)nn3)CC2)nc(N2CCN(C(=O)[C@H](Cc3cc4ccccc4[nH]3)n3cc([C@@H](N)CC(C)C)nn3)CC2)n1,17,13,-2,.,0,0,-1,-2,0.9,3
CC1(C)S[C@@H]2[C@H](NC(=O)[C@H](N)c3ccc(O)cc3)C(=O)N2[C@H]1C(=O)O,-4,24,8,3,2,15*,7,-3,0.1,1
Cc1[nH]n(-c2ccccc2)c(=O)c1C=Nc1ccc(S(=O)(=O)NC(N)=O)cc1,0,3,-5,2,3,-1,-1,6,-1.7,-2
O=C1C2C3C=CC(C3)C2C(=O)N1c1cccnc1 (stereo not given),4,-1,-1,-7,4,2,3,-1,-0.8,-4
COCCN(CCOC)C(=O)CN1C(=O)NC2(CCCc3sccc32)C1=O (stereo not given),0,0,-2,-3,0,1,-7,-5,-2.3,0
O=C(NC1CCCC1)C(c1cccs1)N(Cc1ccco1)C(=O)c1csnn1 (stereo not given),4,-2,6,-4,8,-2,-5,-3,0.4,4
COc1cc(OC)cc(C2=Cc3ccccc3C(CC(C)=O)N2c2ccc(-c3cccs3)cc2)c1 (stereo not given),1,5,-5,.,1,2,-3,9,1.4,-3
O=C(Cc1ccccc1)NN1C(=O)c2ccccc2C1=O,5,-1,3,5,1,3,-6,1,-1.4,-1
O=C(c1ccco1)N1CCc2[nH]nc(-c3ccc(Cl)cc3)c2C1,8,4,-3,2,3,-1,2,1,2.3,0

# 3 entries from above, as labelled records.
O=S(=O)(NCCc1csc(-c2cccnc2)n1)c1cccc(F)c1
  mABHD4 FP: 2	rCAG binder: -2	Rev-erbA mod: -8	HTRA1 inh: -1	TCR CD3 inh: 2	LEDGF integ inh: -9	SIAE primary: 0	TDP2 inh: -17	PG9 binder: -1.2	PRMT1 FP inh: 4

COc1cc2c(C(F)(F)F)c(-c3ccsc3)oc(=O)c2cc1OC
  mABHD4 FP: -8	rCAG binder: 3	Rev-erbA mod: 2	HTRA1 inh: -26	TCR CD3 inh: -3	LEDGF integ inh: 1	SIAE primary: -3	TDP2 inh: 5	PG9 binder: 0.2	PRMT1 FP inh: 3

COCCN(CCOC)C(=O)CN1C(=O)NC2(CCCc3sccc32)C1=O (stereo not given)
  mABHD4 FP: 0	rCAG binder: 0	Rev-erbA mod: -2	HTRA1 inh: -3	TCR CD3 inh: 0	LEDGF integ inh: 1	SIAE primary: -7	TDP2 inh: -5	PG9 binder: -2.3	PRMT1 FP inh: 0
